# Screening results: PubChem, National Center for Advancing Translational Sciences (NCATS)
# LmPK inhibitor: LmPK (Leishmania mexicana) enzyme inhibition. purified LmPK, Kinase-Glo ATP luminescence, 1 h. hit rate 0.37% among 290,000. Potency, µM (highest dose often 57.5 µM), inactives show at the top dose activity change, negative = inhibition, most hits filed as inhibitors. Q27686; also: potency is read from the fitted curve at half-maximal effect
# Target sequence (Q27686 whole entry, looked up): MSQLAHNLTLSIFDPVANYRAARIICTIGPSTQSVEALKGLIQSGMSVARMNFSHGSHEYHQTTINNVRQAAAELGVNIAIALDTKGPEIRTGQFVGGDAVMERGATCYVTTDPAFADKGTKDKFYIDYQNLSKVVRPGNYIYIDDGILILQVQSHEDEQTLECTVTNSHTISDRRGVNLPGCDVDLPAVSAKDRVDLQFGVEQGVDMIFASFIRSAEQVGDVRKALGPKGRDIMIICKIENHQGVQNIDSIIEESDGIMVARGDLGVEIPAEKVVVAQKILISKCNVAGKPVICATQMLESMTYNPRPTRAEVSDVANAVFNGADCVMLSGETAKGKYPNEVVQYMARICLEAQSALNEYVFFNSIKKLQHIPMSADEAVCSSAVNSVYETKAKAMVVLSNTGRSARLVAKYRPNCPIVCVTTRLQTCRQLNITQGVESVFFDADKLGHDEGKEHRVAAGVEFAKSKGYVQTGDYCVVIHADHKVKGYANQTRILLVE
#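 Purified LmPK (0.1 nM) with 0.5 mM PEP and 0.1 mM ADP in imidazole buffer pH 7.2 with MgCl2/KCl, 1 h at room temperature. ATP formed was read by luciferase luminescence and normalized to no-enzyme and uninhibited controls.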
# Tb PYK inh: blocks Trypanosoma brucei pyruvate kinase; hit rate 0.12% among 410,000; TbPYK enzyme, Kinase-Glo Plus ATP luminescence, 45 min; AID 624173; Q57TT1; Potency, µM (top dose mostly 76.8 µM), for the others: top-dose activity, negative = inhibition, actives largely listed as inhibitors; also: potency is read from the fitted curve at half-maximal effect; nearly all actives have a fitted effect of over 50% in size
#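 In this concentration-response screen, enzyme-free wells defined baseline while DMSO plates tracked drift. Each reaction combined TbPYK, substrate, compound and 130 uM ADP for 45 min at room temperature. Kinase-Glo Plus luminescence gave the signal.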
# HCMV antiviral: inhibitors of human cytomegalovirus; HFF cells, HCMV-luciferase reporter, 72 h; hits give low values; activity change, negative = inhibition, % at 57.5 µM; hit rate 4.5% among 410,000; AID 1259415; in the data active = activity change below about -60%; inconclusive = no clear call, values can overlap the other calls; inactive = above about -39%
#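 Two-dose cell screen: HFF monolayers treated with compounds and infected with luciferase-expressing HCMV at 1 PFU/cell, 72 h at 37C, then lysed for luciferase measurement.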
# AmpC detergent: AmpC beta-lactamase inhibition with detergent present. P00811. AID 485294. hit rate 0.041% among 370,000. Potency, µM (highest dose often 114 µM), for inactives: at the highest dose activity change, negative = inhibition, actives largely listed as inhibitors. AmpC hydrolysis of nitrocefin, absorbance 480 nm, 0.01% Triton;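 also: potency is read from the fitted curve at half-maximal effect; 0% = no-compound wells and -100% = no-enzyme wells; nearly all actives have a fitted effect of over 25% in size; some results filed as inactive show a strong effect at the top dose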
# Target sequence (P00811 whole entry, looked up): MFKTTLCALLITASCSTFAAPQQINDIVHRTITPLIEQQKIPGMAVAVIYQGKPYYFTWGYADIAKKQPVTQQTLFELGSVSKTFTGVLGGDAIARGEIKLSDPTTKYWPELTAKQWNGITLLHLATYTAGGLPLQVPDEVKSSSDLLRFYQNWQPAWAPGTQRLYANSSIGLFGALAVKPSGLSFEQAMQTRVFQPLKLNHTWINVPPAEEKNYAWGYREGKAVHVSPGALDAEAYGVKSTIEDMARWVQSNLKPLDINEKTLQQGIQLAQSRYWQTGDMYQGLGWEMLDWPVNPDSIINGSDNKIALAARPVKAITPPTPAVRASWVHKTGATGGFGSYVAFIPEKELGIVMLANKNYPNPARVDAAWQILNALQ
#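 20 mM phosphate pH 7.0 + 0.01% (detergent screen) or 0.0001% Triton X-100; 5.3 nM AmpC reagent; cpd preinc 15 min RT; nitrocefin (800 uM stock) to start; A480 q20 s × 4 min; Activity was normalised to no-enzyme and no-compound control wells.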
# Sm TGR inh: S. mansoni TGR enzyme inhibition; purified TGR, DTNB reduction, TNB absorbance 405 nm; Potency, µM (top dose mostly 114 µM), inactives show top-dose activity change, negative = inhibition, hits mostly inhibitors; hit rate 3% among 360,000; AID 485364; also: potency is read from the fitted curve at half-maximal effect; nearly all actives have a fitted effect of over 60% in size
#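 Kinetic colorimetric format: TGR-catalysed, NADPH-driven DTNB reduction monitored via TNB absorbance. Enzyme dispensed at 20 nM; compound exposure 15 min at room temperature before reaction start.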
# AmpC no deterg: blocks E. coli AmpC beta-lactamase in detergent-free assay; Potency, µM (titrated, usually from 57.1 µM), for inactives: at the top dose activity change, negative = inhibition, actives largely listed as inhibitors; P00811; AmpC nitrocefin hydrolysis, absorbance 480 nm, 0.0001% Triton; hit rate 0.52% among 330,000;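 also: potency is read from the fitted curve at half-maximal effect; plate controls were no compound for no effect and no enzyme for full effect; nearly all actives have a fitted effect of over 20% in size; some results filed as inactive show a strong effect at the top dose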
#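 AmpC (5.3 nM in the dispensed reagent) in 20 mM phosphate pH 7.0 with 0.01% (detergent screen) or 0.0001% Triton X-100 was preincubated with compounds for 15 min at room temperature. Nitrocefin was then added from an 800 uM solution, and hydrolysis was followed at 480 nm.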
# AMA1 RON2 block: inhibitors of Plasmodium falciparum AMA1-RON2 interaction | AlphaScreen AMA1-biotinylated RON2 peptide binding | Potency, µM (doses to about 58.2 µM), for the others: at the highest dose activity change, negative = inhibition, hits mostly inhibitors | hit rate 0.2% among 360,000 | AID 720542;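 also: potency is read from the fitted curve at half-maximal effect; 0% = vehicle wells and -100% = peptide control; nearly all actives have a fitted effect of over 45% in size; some results filed as inactive show a strong effect at the top dose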
#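 AMA1 (3D7) with his tag at 25 nM final met compounds first, then biotinylated RON2 peptide at 25 nM; detection used donor plus acceptor beads, 10 µg/mL apiece, read by AlphaScreen after 30 min at room temperature.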
# Active calls of the source: *; ? = inconclusive; nt = not tested or not shown; [ ] = remark or other dose. Unless noted, calls follow the shape of the dose curve; as a rule, active = well fitted curve in the direction sought with a large enough effect; inconclusive = small, poorly fitted or top-dose-only effect, or another doubt; inactive = no such curve, though single readings can be large; an effect the other way counts as inactive or inconclusive. Unless noted, % is scaled to controls: 0 for no effect and ±100 for the full control effect. Not a hit list; about 7.4% have a hit in one of these screens.
SMILES	LmPK inhibitor	Tb PYK inh	HCMV antiviral	AmpC detergent	Sm TGR inh	AmpC no deterg	AMA1 RON2 block
CN1CCN(c2ccc(CNC(=O)C3Cc4c(-c5cccc(F)c5)ccnc4O3)cc2)CC1 (stereo not drawn)	nt	6.9%	-24.7	nt	nt	nt	-23.2%
O=C(c1ccco1)N1CCN(C(c2ccc(F)cc2)c2nnnn2Cc2cccs2)CC1 (stereo not drawn)	8.5%	-9.4%	-1.1	?	?	54.8%	5.7%
Cc1ccc(C(=O)Nc2cccc(C(F)(F)F)c2)cc1Nc1cnccn1	1.3%	1.8%	-13.6	-3.1%	-30.2%	5.0%	-3.4%
CC(=O)Nc1ccc(S(=O)(=O)Nc2ccc(Cc3ccncc3)cc2)cc1	2.9%	0.0%	?	?	8.7%	-13.0%	13.9%
COC(=O)C1=C(c2c(C)noc2C)C[C@@H]2CC[C@H]1N2C(=O)NC1CC1	nt	-0.8%	-96.8*	5.1%	-3.6%	-7.2%	-3.1%
Cc1cc(NC(=O)CCC(=O)N(Cc2ccccc2)C2(C(=O)NC3CCCCC3)CCCC2)no1	0.3%	16.1%	?	2.4%	nt	44.8%	-9.9%
N#CCCn1cc(C(=O)Nc2ccc(C(=O)O)cc2)c(-c2cccc(Br)c2)n1	9.8%	0.5%	13.2	?	100µM*	-23.4%	15.6%
CC(=O)N1CCN(C(=O)COC(=O)c2oc3ccccc3c2C)CC1	nt	-6.0%	0.0	-2.5%	-8.7%	7.6%	-8.0%
O=C1Nc2ccc(Cl)cc2[C@@](C#CC2CC2)(C(F)(F)F)O1	6.3%	nt	nt	1.5%	3.6%	-27.8%	nt
COc1ccccc1CCNC(=O)C(=O)Nc1cc2c3c(c1)CC(=O)N3CCC2	nt	1.8%	-23.4	-11.9%	2.3%	37.5%	-17.4%
CCC(=C(c1ccc(OC)cc1)c1ccc(OC)cc1)c1cn(CC(O)CN(CCO)CCO)c2ccccc12 (stereo not drawn)	2.5%	1.0%	-19.6	-5.0%	-13.9%	175.5%[activator]	-10.1%
CCN(CC)S(=O)(=O)c1cc(C(=O)Nc2cc(C)[nH]n2)ccc1Cl	-1.1%	3.3%	nt	-8.9%	-17.9%	-26.0%	42.2%[activator]
O=C(CSc1nc2c(c(=O)[nH]1)CN(Cc1ccc3c(c1)OCO3)CC2)Nc1ccc(F)cc1	nt	0.0%	-5.9	-7.5%	6.4%	nt	nt
Cc1ccc(C)c(CSC2=NCCN2C(=O)c2cccs2)c1	-0.4%	-12.5%	-26.0	-5.4%	-1.4%	-5.6%	-9.6%
CCCNC(=S)Nc1ccc(Oc2ccccc2)cc1	5.0%	-11.3%	-9.9	1.2%	-27.4%	-28.4%	5.5%
Cc1cccc(NC(=O)CSc2nnc(-c3ccco3)o2)c1C	2.5%	2.9%	32.7	?	-30.4%	-18.6%	5.6%
Cc1[nH]c2ccccc2c1Cc1nnc(SCc2ccccc2)o1	0.4%	-7.1%	-39.3	-9.3%	?	-12.9%	-12.0%
O=C(CSc1nc(-c2ccco2)nc2cc(=O)[nH]n12)Nc1ccc(F)cc1	nt	-6.4%	-18.8	-0.4%	?	nt	nt
O=C(CSc1ncnc2nc[nH]c12)Nc1ccc(Br)cc1Cl	-0.6%	-3.5%	-17.7	-2.0%	-7.7%	-8.8%	68.3%[activator]
COc1ccc(CCNc2nc(C)cc(C)n2)cc1OC	1.4%	1.5%	3.6	?	-11.7%	-12.1%	-5.2%
CCC(C)NC(=O)c1oc2ccc(S(=O)(=O)N3CCC4(CC3)OCCO4)cc2c1C (stereo not drawn)	3.8%	-1.7%	-35.8	-7.1%	-0.5%	78.9%[activator]	-13.1%
Cc1ccc(S(=O)(=O)Nc2ccc3c(c2)nc2n3CCN(Cc3ccccc3)C2)cc1	1.2%	-2.6%	-16.4	-4.7%	0.0%	-29.2%	14.9%
N#Cc1c(NC(=O)CN2C(=O)c3ccccc3C2=O)oc(-c2ccccc2)c1-c1ccccc1	nt	1.1%	26.9	nt	nt	nt	45.9%[activator]
COc1ccccc1CNC(=O)C1CCN(S(=O)(=O)c2cccc([N+](=O)[O-])c2)CC1	-0.9%	2.6%	16.5	0.7%	0.5%	-11.5%	16.3%

# Complete entries, quoted from the list:
# `COc1ccc(CCNc2nc(C)cc(C)n2)cc1OC` as listed: LmPK inhibitor = 1.4%; Tb PYK inh = 1.5%; HCMV antiviral = 3.6; AmpC detergent = ?; Sm TGR inh = -11.7%; AmpC no deterg = -12.1%; AMA1 RON2 block = -5.2%
# `O=C(CSc1nc2c(c(=O)[nH]1)CN(Cc1ccc3c(c1)OCO3)CC2)Nc1ccc(F)cc1` as listed: LmPK inhibitor = nt; Tb PYK inh = 0.0%; HCMV antiviral = -5.9; AmpC detergent = -7.5%; Sm TGR inh = 6.4%; AmpC no deterg = nt; AMA1 RON2 block = nt

# The list goes on:
SMILES	LmPK inhibitor	Tb PYK inh	HCMV antiviral	AmpC detergent	Sm TGR inh	AmpC no deterg	AMA1 RON2 block
CN1CCN(C(=O)/C=C\c2ccc(Cl)cc2)CC1	2.7%	-11.1%	33.9	-11.2%	-2.9%	-28.0%	-3.2%
Cc1cnc(CNC(=O)C2CCC(=O)N(Cc3ccc(Cl)cc3)C2)[nH]1 (stereo not drawn)	-2.8%	5.5%	29.0	4.3%	-21.1%	23.1%	9.5%
COc1ccccc1OCCCN1C(=O)C(=O)c2cccc(C)c21	-10.0%	2.3%	0.0	0.1%	3.16µM*	3.2%	-1.1%
COc1ccc(CCNC(=O)C(=O)NCC2OCCN2S(=O)(=O)c2ccc(Cl)cc2)cc1 (stereo not drawn)	0.3%	-5.4%	-5.4	-14.5%	-22.4%	-9.0%	-1.8%
CCCCNC(=O)c1ccc2c(c1)ncn2C1CCCC1	6.6%	-5.5%	-9.5	-4.3%	-5.9%	-26.2%	-6.4%
Cc1ccc(-c2cc(=O)c3cc(Cl)ccc3[nH]2)cc1	-3.6%	nt	nt	-4.0%	-7.2%	-15.2%	nt
O=C(Nc1nc(-c2ccc3ccccc3c2)cs1)c1ccc(N2C(=O)CCC2=O)cc1	5.7%	-1.7%	-70.7*	-1.9%	-1.6%	1.0%	-3.0%
Cn1ccnc1SCC(=O)NC1CCCCC1	-1.6%	-8.6%	60.5	-2.4%	-4.8%	-2.3%	11.0%
COCCCNC(=O)C(=O)Nc1ccc2c(c1)N(S(=O)(=O)c1cccs1)CCC2	nt	-12.4%	?	?	-0.2%	54.2%	6.7%
Cc1onc(-c2c(Cl)cccc2Cl)c1C(=O)NCCc1ccc(S(N)(=O)=O)cc1	0.3%	4.7%	-8.5	-11.6%	-8.5%	-17.7%	-3.1%
COc1ccccc1CC(=O)Nc1cccc(C(=O)NN2C(=O)c3ccccc3C2=O)c1	-1.8%	0.2%	47.3	-9.1%	1.8%	-35.1%	12.3%
N#Cc1c(C(F)(F)F)cc(Cc2ccccc2)nc1SCC(=O)NCC(=O)O	nt	-4.2%	16.4	nt	nt	nt	1.5%
C#Cc1ccc([C@H]2C=C(C(=O)N3CCN(Cc4ccccc4)CC3)O[C@@H](OCc3ccc(CO)cc3)C2)cc1	3.7%	-6.1%	-76.0*	-3.7%	44.7µM*	75.4%	-5.9%
O=C(CCCN1C(=O)/C(=C\c2cccs2)SC1=S)NNC(=O)c1cccnc1	3.5%	-0.3%	?	4.3%	-9.4%	-15.9%	1.4%
O=C(Nc1cc(-c2ccccc2)nn1-c1c(Cl)cccc1Cl)c1ccc(F)cc1	nt	1.9%	3.3	nt	nt	-32.8%	-1.1%
CCCCC(Sc1nc(N)c(NC(=O)c2ccco2)c(=O)[nH]1)C(=O)O (stereo not drawn)	0.0%	1.0%	-2.6	?	-10.0%	-19.5%	-9.4%
CC(C)CNC(=O)NC(=O)COC(=O)c1ccccc1Sc1ccc(C(F)(F)F)cc1[N+](=O)[O-]	2.6%	-8.0%	44.9	-5.6%	-4.5%	-18.2%	8.0%
O=C(c1ccccc1)c1ccc(OC(=O)N2CCOCC2)cc1	2.1%	-2.2%	0.8	?	-1.1%	31.1%	-2.6%
N#Cc1c(-n2ncnc2-c2ccccc2C(F)(F)F)sc2c1CCCCC2	nt	-6.5%	-69.0*	0.6%	0.8%	nt	nt
CCOc1ccc(/C=C2\SC(N3CCCCC3)=NC2=O)cc1	2.2%	3.3%	1.8	-2.4%	-6.8%	0.0%	2.9%
Cc1cc(C)n(CCNC(=O)CCc2nnc(CCc3ccccc3)o2)n1	4.2%	-2.8%	87.4	0.9%	59.9%[activator]	3.2%	-3.1%
Cc1ccc(S(=O)(=O)N2CCCC2C(=O)Nn2cnnc2)cc1 (stereo not drawn)	-3.3%	8.8%	66.8	?	30.3%	-11.6%	5.8%
CC(/C=N/n1c(-c2cc(C)[nH]n2)n[nH]c1=S)=C\c1ccccc1	-14.2%	5.01µM*	?	-14.1%	-5.9%	-39.2%	43.9%[activator]
C/C(=N\OCC(=O)NC(C)C)c1cccs1	1.3%	2.5%	19.4	5.1%	3.8%	-14.4%	6.1%
CCN(CC)S(=O)(=O)c1ccc(C(C)NC(=O)C2CCCN2C(=O)c2cccs2)cc1 (stereo not drawn)	nt	-12.0%	-4.0	6.2%	0.4%	-12.5%	12.0%
COCCCNC(=O)/C(C#N)=C/c1cc(C)[nH]c1C	-2.4%	-5.0%	26.7	-8.6%	nt	4.0%	-19.6%
COCCCNC(=O)/C(C#N)=C/c1c(N2CCN(C)CC2)nc2c(C)cccn2c1=O	-0.3%	0.8%	-14.5	0.4%	-7.0%	-10.7%	37.3%[activator]
COC(=O)N1CCN(c2ccc(C)cc2)C(C)C1 (stereo not drawn)	3.0%	-2.3%	7.4	-8.5%	26.6%	-6.1%	6.5%
CCCn1c2c(c(O)c(C(=O)Nc3nccs3)c1=O)CCCC2	-1.1%	-6.0%	4.2	?	8.2%	-22.7%	3.1%
Clc1ccc(-c2cnc(Oc3ccccc3)nc2)cc1	-0.8%	-6.1%	40.3	-10.9%	11.6%	-14.9%	49.3%[activator]
CCOC(=O)N/N=C/c1ccc(Oc2ccccc2)cc1	0.9%	-0.4%	47.6	-0.8%	6.8%	-7.1%	-3.8%
COc1ccc(N=Cc2cc(Cc3ccccc3Cl)cc([N+](=O)[O-])c2O)cc1OC	1.2%	2.3%	nt	4.6%	-10.2%	-29.4%	13.9%
COc1ccc(CN2CCc3ccccc3C2)cc1Br	-1.0%	12.9%	-2.6	?	-16.0%	-5.9%	-24.6%
